Screening results: PubChem BioAssay, National Center for Advancing Translational Sciences (NCATS)
D1 PAM: enhances dopamine response at the human D1 receptor. P21728. HEK293 TREx D1 cells, calcium flux, dopamine EC20 potentiation. potentiation, % at 10 µM. 360,000 tested, 0.036% active; in the data active means potentiation above about 30%; further: 0% is about no effect
RXFP1 ag: RXFP1 (human) receptor agonism; HEK293T-RXFP1 cAMP TR-FRET, 30 min; response scale: percent of porcine relaxin response, buffer zero; Potency, µM (doses to about 57.5 µM), for inactives: top-dose activation, usual class: activators; 370,000 tested, 0.3% active; active means well fitted activation curve with a large enough effect; further: potency means the concentration at half of the fitted maximal effect; on the % scale 0 is the no-effect control and ±100 the full control effect; nearly all actives have a fitted effect of over 60% in size; many of its hits are not listed in these tables
Target sequence (Q9HBX9 whole entry, looked up): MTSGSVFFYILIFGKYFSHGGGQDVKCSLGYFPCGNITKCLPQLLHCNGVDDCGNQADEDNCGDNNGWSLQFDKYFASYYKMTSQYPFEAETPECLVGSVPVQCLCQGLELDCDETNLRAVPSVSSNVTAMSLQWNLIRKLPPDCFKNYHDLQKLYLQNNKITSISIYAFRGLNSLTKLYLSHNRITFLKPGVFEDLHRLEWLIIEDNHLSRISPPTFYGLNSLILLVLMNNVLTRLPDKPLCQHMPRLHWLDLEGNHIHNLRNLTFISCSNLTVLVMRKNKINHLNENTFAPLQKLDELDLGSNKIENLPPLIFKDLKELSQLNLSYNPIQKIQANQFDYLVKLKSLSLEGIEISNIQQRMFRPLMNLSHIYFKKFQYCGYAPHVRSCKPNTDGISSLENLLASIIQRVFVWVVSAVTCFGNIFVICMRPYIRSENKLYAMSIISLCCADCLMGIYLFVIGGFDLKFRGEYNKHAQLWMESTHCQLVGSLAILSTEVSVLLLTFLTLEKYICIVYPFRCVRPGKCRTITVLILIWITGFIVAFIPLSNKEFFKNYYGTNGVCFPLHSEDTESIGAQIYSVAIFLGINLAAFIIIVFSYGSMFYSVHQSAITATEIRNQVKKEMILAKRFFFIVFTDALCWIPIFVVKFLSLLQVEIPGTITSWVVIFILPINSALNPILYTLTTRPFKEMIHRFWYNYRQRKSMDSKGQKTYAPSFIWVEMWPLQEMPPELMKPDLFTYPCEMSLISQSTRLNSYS
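HEK293 cells stably expressing RXFP1, treated 30 min at 37C with compounds plus PDE4 inhibitor Ro 20174; cAMP measured by HTRF TR-FRET. Normalized to buffer and 29 nM porcine relaxin; EC50 by Hill fit.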
D2 agonist: activates the human D2 dopamine receptor. HEK293 T-REx D2 cells, calcium flux agonist mode. activation, % at 2 µM. P14416. 340,000 tested, 0.53% active;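 active means activation over 3 SD above normal in the single-dose calcium agonist read, cut at about 30% in these data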; further: 0% is about no effect
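Calcium-flux readout, 1 cycle/sec over 180 s following compound pin transfer, in inducible HEK293 Trex D2 cells (force-coupled); dopamine controls included. Positive calcium responses during this window marked compounds as potential agonists.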
RXFP1 antagonist: RXFP1 (human) relaxin receptor antagonism. HEK293-RXFP1, relaxin-stimulated cAMP HTRF, 30 min; stronger effect = lower value. 350,000 tested, 0.59% active. Q9HBX9. activity change, negative = inhibition, % at 57.5 µM;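 active means activity change of -60% or lower, but not beyond a set lower limit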; further: on the % scale 0 is the no-effect control and ±100 the full control effect
D2 antagonist: antagonizes the human D2 dopamine receptor; P14416; HEK293 TREx D2 cells, calcium flux, dopamine EC80; inhibition, % at 10 µM; 340,000 tested, 2% active; in the data active means inhibition above about 30%; further: 0% is about no effect
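Tetracycline-induced HEK293 TREx cells expressing D2 receptor forced-coupled to calcium signalling, loaded with no-wash calcium dye. Compounds added and calcium flux read 180 s, then dopamine added at EC80 and read a further 180 s.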
D1 antagonist: human D1 dopamine receptor antagonism; HEK293 TREx D1 cells, calcium flux, dopamine EC80; stronger effect = lower value; activity change, negative = inhibition, % at 10 µM; 360,000 tested, 3.2% active; AID 504652; in the data active means activity change below about -30%; further: on the % scale 0 is the no-effect control and ±100 the full control effect
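HEK293 T-REx cells expressing inducible, force-coupled D1 receptor; no-wash Ca dye, 30–90 min RT. Cmpd → 180 s read at 1 Hz → EC80 DA → 180 s read.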
D2 potentiator: D2 dopamine receptor (human) potentiation; 340,000 tested, 0.34% active; HEK293 T-REx D2, calcium flux, EC20 dopamine potentiation; P14416; potentiation, % at 10 µM;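 active means potentiation over 3 SD above the plate norm, cut at about 30% in these data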; further: 0% is about no effect
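Potentiation of an EC20 dopamine calcium response measured kinetically over 180 s, after a preceding 180 s compound-only read flagging agonists. Cells: inducible Hek293 Trex D2 line, 4000/well, cultured overnight at 30 C before dye loading.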
TRHR enhancer: allosteric enhancers of human TRH receptor. 360,000 tested, 0.66% active. P34981. TRHR cells, fluo-8 calcium fluorescence, EC20 TRH enhancement. enhancement, % at 2 µM; in the data active means enhancement above about 30%; further: 0% is about no effect
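Enhancer read-out: after compound pinning and an initial kinetic agonist-mode read, an EC20 of TRH (10 nM final) was injected and fluo-8 calcium signal (Ex 480/Em 530) followed at 1 s/cycle for 100 cycles in TRHR-expressing cells.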
D1 agonist: human D1 receptor agonism. HEK293 T-REx D1 cells, calcium flux, agonist mode. activation, % at 2 µM. 360,000 tested, 1% active. AID 504660; in the data active means activation above about 30%; further: 0% is about no effect
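Tetracycline-induced HEK293 TREx D1 cells, force-coupled to calcium signalling, were dye-loaded with a no-wash calcium kit. Compound was pin-added after a 10 s baseline. Fluorescence was read kinetically at 1 cycle/s for 180 s, with calcium rises flagged as agonism.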
Starred values were filed as active, the others as inactive; . = no result given.

Value order: D1 PAM	RXFP1 ag	D2 agonist	RXFP1 antagonist	D2 antagonist	D1 antagonist	D2 potentiator	TRHR enhancer	D1 agonist
- O=S(=O)(Nc1cccc(-c2ccc(N3CCOCC3)nn2)c1)c1ccccc1C(F)(F)F
 : -1	-1.0%	0.8	-14	.	7	0	-3	1
- O=C(Nc1ccc(F)cc1F)c1ccccc1-c1ccccc1
 : -9	-0.8%	-1.9	-3	-14	10	0	7	0
- CC1COc2ccccc2N1S(=O)(=O)c1ccccc1 (stereo not given)
 : -1	3.4%	-1.8	-12	3	-4	-1	-5	3
- O=C(c1ccc(N2CCCC2)c([N+](=O)[O-])c1)N1CCN(c2ccccn2)CC1
 : -4	-1.2%	0.5	-4	5	-21	24	-7	2
- CCCN1CCN(CCCNC(=O)Cn2c(-c3cccs3)cc3cc(Cl)ccc32)CC1
 : -1	4.6%	1.7	-17	.	-18	-5	2	35*
- CSc1nc(Sc2cccc(Cl)c2)c2ccccc2n1
 : -8	6.1%	-0.8	-8	2	5	-6	-1	4
- CCCCCCCCc1nc(=S)[nH][nH]1
 : -8	-5.1%	-0.6	-28	29	3	-11	2	0
- CCc1ccc(NS(=O)(=O)c2c(C(=O)N3CCCCCC3)c(C)n(C)c2C)cc1
 : 1	0.8%	0.8	-1	-3	-10	-4	1	1
- Cc1ccc(C(C)C)c(OCC(=O)Nc2sc3c(c2C#N)CC(C)(C)NC3(C)C)c1
 : 2	0.1%	0.0	-4	17	30	2	2	10
- CCOC(=O)C1(CCOc2ccccc2)CCN(CC(O)CO)CC1 (stereo not given)
 : -7	-1.2%	-3.7	-1	11	8	3	9	0
- Cc1ccc(CCNC(=O)C2CCCN(S(=O)(=O)c3c(C)noc3/C=C/N(C)C)C2)cc1 (stereo not given)
 : 1	0.3%	-1.1	-9	-1	-2	-8	-21	5
- CC(=O)c1c(C)nc(-c2ccc(OCC(=O)Nc3cccc(C)c3C)cc2)n1O
 : -8	3.1%	-0.5	-2	-10	-1	.	5	0
- CCn1c(-c2ccc(Cl)cc2)n[nH]c1=S
 : -5	4.7%	-0.4	-6	2	-7	5	1	0
- COc1ccc(C)cc1-n1nnnc1SCC(=O)NC1CCCC1
 : -3	-0.2%	-0.1	-8	12	-15	6	1	6
- Cc1cc(OCC(=O)NC(C)c2ccccc2)ccc1[N+](=O)[O-] (stereo not given)
 : -2	-0.7%	-0.6	12	-2	-6	-4	12	3
- O=C(NCC(c1ccco1)N1CCOCC1)c1cccc([N+](=O)[O-])c1 (stereo not given)
 : 13	-0.5%	0.4	-3	4	-3	4	4	3
- O=C(COC(=O)CCc1nc2ccccc2s1)Nc1nc(-c2ccccc2)cs1
 : -3	1.7%	-0.4	-1	5	0	12	0	1
- Cc1[nH]c(-c2ccc3c(c2)OCO3)nc1C(=O)O
 : 0	-1.5%	1.5	2	-1	-2	2	-3	0
- Cc1ccccc1C(=O)NNC(=O)/C=C\C(=O)O
 : -1	0.7%	0.2	0	-6	-2	2	-10	2
- CCOc1ccccc1CNC(=O)CCCn1nc(C)c2sc3ccccc3c2c1=O
 : -2	-0.4%	-0.3	-29	.	0	2	0	1
- CCN(CCNC(=O)Cn1cc2c(n1)CCCC2)c1ccccc1
 : 11	0.3%	-1.0	-20	12	21	-4	3	0
- COC(=O)/C=C/CC(C)OS(N)(=O)=O (stereo not given)
 : 7	2.2%	1.6	.	4	11	3	-5	0
- COc1ccc2c(c1)CCc1c(C(=O)Nc3cc(C)n(Cc4ccc(Cl)cc4)n3)noc1-2
 : 0	1.4%	.	.	.	-8	.	-1	6
- Cc1ccc(S(=O)(=O)N2CCC(C(=O)Nc3ccccc3N3CCCC3)CC2)cc1
 : -5	2.6%	-0.4	-21	-16	-19	-5	-10	1
- CCOC(=O)C1CCN(S(=O)(=O)c2cc(Br)cc3c2N(C(=O)CC)CC3)CC1
 : 1	-0.8%	0.0	.	.	8	-2	8	-1
- Cc1cc[n+](CC(=O)c2ccc(NC(=O)c3ccccc3)cc2)c2ccccc12
 : -1	-3.4%	1.8	2	3	5	-18	2	4
- CCN(CC)C(=O)CSc1nnc(-c2cccc(OC)c2)o1
 : -4	-0.7%	-0.4	1	-26	5	3	4	2
- CCOC(=O)c1c(NC(C)=O)sc2c(OCC(O)CNC(C)(C)C)c(Br)ccc12 (stereo not given)
 : -2	1.7%	-0.2	-10	-8	-7	-5	9	2
- O=C(O)CCc1ccc(-c2ccc(F)cc2)n1CCC(=O)O
 : -9	0.1%	0.3	-11	29	-2	10	1	0
- Cc1ccc(-c2nnc(-c3cccnc3)o2)cc1
 : 2	-1.0%	-1.6	19	-11	2	-6	5	0
- O=C(Nc1nc2ccccc2n1Cc1ccccc1)c1ccco1
 : 1	-0.3%	-0.3	-21	26	16	10	4	1
- COCCSc1nnc(-c2cnccn2)o1
 : -1	0.7%	0.0	4	-2	1	0	1	1
- COC(=O)c1c(C(=O)OC)c(-c2ccc(C)cc2)n2c1CCC2
 : -4	2.2%	-0.8	8	-22	-16	9	10	1
- Cc1ccc(C)c(S(=O)(=O)NCc2ccc(C(=O)NCc3ccccn3)cc2)c1
 : 2	0.8%	.	-15	.	4	.	7	4
- Cc1ccc(C)c(NC(=O)N2CCc3ccccc3C2)c1
 : 4	7.0%	-0.3	-2	-11	0	-3	0	2
- CCCn1c(SCC(O)c2ccccc2)nc2ccccc21 (stereo not given)
 : -2	-2.0%	.	-6	.	4	1	-3	0
- Cc1ccc(CNC(=O)C2CCCN(Cc3cnn(-c4ccccc4)c3-n3cccc3)C2)cc1 (stereo not given)
 : -8	-0.3%	.	-2	.	-22	.	0	2
- COc1ccc(NC(=S)NCc2ccc(S(N)(=O)=O)cc2)c(OC)c1
 : -10	-0.5%	-0.2	-1	0	4	7	0	1
- CCCCn1c(SCC(=O)N2CCOCC2)nnc1-c1cccs1
 : -1	0.6%	.	0	.	14	14	-6	15
- COc1ccc(-c2ccc(=O)n(Cc3ccc([N+](=O)[O-])cc3)n2)cc1
 : -6	3.4%	1.3	5	8	-30	.	-7	5
- O=C(Cn1ccc(C(F)(F)F)n1)Nc1cccc(S(=O)(=O)N2CCCCC2)c1
 : 5	-1.0%	2.8	-1	8	-13	6	6	12
- COc1ccc(CN2CCN(C(=O)c3cccs3)CC2)c(OC)c1OC
 : -3	0.5%	0.7	10	9	-34*	14	4	5
- CN(CC(=O)NC1CCCc2ccccc21)S(=O)(=O)c1cccs1 (stereo not given)
 : 0	0.4%	.	-5	.	3	.	-4	0
- O=C(O)CCCC(=O)Nc1ccccc1C(=O)N1CCCC1
 : 1	2.2%	-0.2	-4	11	7	-6	-6	2
- CSc1ccc(/C=N/n2c(C)nc3ccccc3c2=O)cc1
 : 0	2.4%	-0.7	10	-6	3	1	2	5
- O=C(CCN1CCOCC1)NCC1COc2ccccc2O1 (stereo not given)
 : -9	0.1%	0.6	-2	27	-9	-1	-4	-1
- COc1ccc(C(CNC(=O)c2ccc(C)c(S(=O)(=O)Nc3ccccc3OC)c2)N2CCCC2)cc1 (stereo not given)
 : -1	1.6%	-1.4	-4	49*	-38*	-15	-5	14
- CCc1cccc2c(=O)c(C(=O)NCCCOC)c[nH]c12
 : -2	0.0%	0.1	-27	5	5	14	-9	5
- CCc1cccc2c(C(=O)COC(=O)/C=C/c3ccc(O)c(OC)c3)c[nH]c12
 : -4	0.5%	.	-33	.	-6	.	-4	7
- COC(=O)c1cc2c(cc1NC(=O)c1c(C)nn(-c3ccc(C)cc3)c1-n1cccc1)OCO2
 : -1	-4.5%	-0.7	12	.	-2	-5	3	0
- CCOC(=O)c1ccc(NC(=O)CCc2c(C)nc3nc[nH]n3c2=O)cc1
 : -2	-1.9%	1.2	.	.	2	3	2	2
- Cc1cc(C(=O)N2CC=C(c3ccccc3)CC2)c2ccccc2n1
 : -3	3.0%	0.8	-8	-8	-41*	0	0	2
- O=C(Nc1cccc(S(=O)(=O)N2CCOCC2)c1)c1cn(-c2ccccc2)nc1-c1ccccc1
 : -4	1.5%	0.9	-4	-8	3	13	0	4
- O=C(NN=C1CCCCCC1)NC1CCCCC1
 : -5	2.3%	-1.1	3	0	-7	1	-7	3
- O=C(CCSc1ccccc1)Nc1ccc(S(=O)(=O)Nc2ncccn2)cc1
 : -3	-0.7%	-0.5	-14	-7	3	8	-4	0
- C(=N\N1CCN(Cc2cccc3ccccc23)CC1)/c1cccs1
 : -8	1.0%	-1.6	-18	-9	-11	2	-3	3
- O=C(COC(=O)c1c(F)cccc1F)NCc1ccc2c(c1)OCO2
 : -4	4.1%	-2.0	8	21	17	-4	-5	1
- CCOc1cc(/C=N/NC(=O)CCn2nc(C)cc2C)ccc1O
 : -9	-0.1%	-1.5	0	-9	1	25	6	2
- O=C(NCC1CCCO1)c1ccc(NC(=O)c2cccc([N+](=O)[O-])c2)cc1 (stereo not given)
 : 3	2.9%	-0.7	-5	-4	6	11	3	0
- Nn1cnc2sc3c(c2c1=O)CCC3
 : -4	0.8%	1.3	-9	-5	-8	0	5	0

Compound profiles (already shown):
CCOC(=O)c1ccc(NC(=O)CCc2c(C)nc3nc[nH]n3c2=O)cc1 is listed with D1 PAM = -2; RXFP1 ag = -1.9%; D2 agonist = 1.2; RXFP1 antagonist = .; D2 antagonist = .; D1 antagonist = 2; D2 potentiator = 3; TRHR enhancer = 2; D1 agonist = 2
O=C(CCN1CCOCC1)NCC1COc2ccccc2O1 (stereo not given) is listed with D1 PAM = -9; RXFP1 ag = 0.1%; D2 agonist = 0.6; RXFP1 antagonist = -2; D2 antagonist = 27; D1 antagonist = -9; D2 potentiator = -1; TRHR enhancer = -4; D1 agonist = -1

More structures.
Value order: D1 PAM	RXFP1 ag	D2 agonist	RXFP1 antagonist	D2 antagonist	D1 antagonist	D2 potentiator	TRHR enhancer	D1 agonist
- Cc1ccccc1-n1c(C)nnc1SCC(=O)N1CC(=O)Nc2ccccc21
 : 2	1.7%	0.8	-4	-4	-9	-3	-3	6
- CN(c1ccc(OCC(=O)OCC(=O)Nc2cccc([N+](=O)[O-])c2)cc1)S(=O)(=O)c1ccc(F)cc1
 : -15	-0.6%	0.5	14	5	3	2	-6	4
- COCCCN(C)C1CCN(C(=O)Nc2ccc(F)cc2)CC1
 : 1	-1.1%	0.1	-4	-13	-18	-4	13	0
- Cc1ccc(-c2noc(CCC(=O)NCCN3CCc4ccccc4C3)n2)cc1
 : 4	2.6%	1.2	-5	-24	-3	-24	4	6
- COc1ccc(F)cc1S(=O)(=O)N1CCC2(CC1)OCCN2S(=O)(=O)c1ccccc1
 : -8	0.2%	0.4	-8	-9	-11	-6	-4	5
- Cc1ccnc(NC(=O)CCC(=O)N(CC(=O)NCc2ccc(F)cc2)c2ccc(F)cc2)c1
 : 0	3.3%	-0.4	-2	-5	5	1	4	2
- Cc1occc1C(=O)NNC(=O)c1ccc(F)cc1
 : 2	-0.6%	-0.3	7	-7	-6	-2	8	2

Not all compounds are listed (hit frequency here may not be typical).
